Source: PubChem (National Center for Advancing Translational Sciences (NCATS))
Tb PFK block: blocks T. brucei phosphofructokinase; O15648; T. brucei PFK, ADP-Glo luminescence; 0.17% of 330,000 active; Potency, µM (series often up to 57.5 µM), inactives show at the highest dose activity, negative = inhibition, hits mostly inhibitors;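 further: potency means the concentration at half of the fitted maximal effect; 0% = uninhibited 1x PFK enzyme wells and -100% = no-enzyme wells; nearly all actives have a fitted effect of over 60% in size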
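1.25 nM PFK with 0.5 mM F6P and 0.1 mM ATP in 0.1 M TEA pH 8.0, 5 mM MgCl2, incubated 45 min at room temperature; ADP measured by ADP-Glo luminescence; compounds titrated up to 57 uM.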
Gal4-VP16 FLuc: counter-screen for ROR gamma inhibitors: Gal4-VP16 reporter; Drosophila S2 Gal4-VP16 UAS-luciferase, luminescence, 20 h; Potency, µM (series often up to 53.6 µM), for the others: at the top dose activity, negative = inhibition, most hits filed as inhibitors; 3.5% of 310,000 active; AID 2546;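 further: Gal4-VP16 expression switched on by copper sulfate through the metallothionein promoter; potency means the concentration at half of the fitted maximal effect; on the % scale 0 is the no-effect control and ±100 the full control effect; nearly all actives have a fitted effect of over 50% in size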
uPA generation: cell surface uPA generation inhibition; Potency, µM (top dose mostly 38.3 µM), for inactives: top-dose activity change, negative = inhibition, usual class: inhibitors; cell surface uPA generation assay, qHTS; 0.31% of 330,000 active; active means well fitted inhibition curve with a large enough effect; inconclusive means small, poorly fitted or top-dose-only effect; inactive means no such curve, though single readings can be large or run the other way; tested in mouse RAW 264.7 cells; further: potency means the concentration at half of the fitted maximal effect; on the % scale 0 is the no-effect control and ±100 the full control effect; nearly all actives have a fitted effect of over 55% in size
Giardia killer: kills Giardia lamblia; Giardia lamblia trophozoite viability; AID 540267; 0.15% of 340,000 active; activity change, % at 7.66 µM, hits read low; in the data active means activity change below about -80%; inconclusive means between about -30% and that limit;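 further: parasites exposed to compound for two days anaerobically before the ATP read; on the % scale 0 is the no-effect control and ±100 the full control effect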
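Anaerobic 48 hrs incubation at 37 deg C of 100 trophozoites/well with test compounds; ATPLite 1-Step luminescence, 15-30 min RT, reports cellular ATP as viability.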
KCNH2 3.1 block: KCNH2 3.1 (human) potassium channel inhibition | U2OS KCNH2 3.1, thallium flux FluxOr; stronger effect = lower value | activity change, % (tested at about 1.8 µM) | 0.95% of 340,000 active;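 active means maximum activity change below -70%; inconclusive means maximum activity change from -70% to -50%; inactive means maximum activity change above -50%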;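 further: thallium influx rate constant from kinetic fluorescence after stimulation buffer; on the % scale 0 is the no-effect control and ±100 the full control effect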
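We transduce U2OS cells with the mutant 3.1 virus, culture them overnight, load FluxOr with Red40 quencher for 45 min, then add stimulation buffer and read kinetically for 2 min to derive a normalized rate constant.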
Rab9 promoter act: activates the Rab9 promoter. Huh7 Rab9 promoter-luciferase reporter, luminescence, 24 h. Potency, µM (highest dose often 9.22 µM), inactives show top-dose activation, negative = inhibition, most hits filed as activators. 2.8% of 320,000 active. AID 485297; further: potency means the concentration at half of the fitted maximal effect; % of control where 0% means no effect; nearly all actives have a fitted effect of over 60% in size
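Quantitative HTS format; Huh7 Rab9-luciferase reporter cells (1500/well) receive compound 2 h post-plating, incubate 24 h at 37 °C, then get luciferase reagent for 10 min before luminescence reading.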
ELG1 genotox: induces genotoxicity in HEK293T cells with luciferase-tagged ELG1; HEK293T ELG1-luciferase reporter, luminescence, 16 h; Potency, µM (doses to about 46 µM), without a hit: at the top dose activity change, positive = activation, most hits filed as activators; 1.3% of 330,000 active; further: potency means the concentration at half of the fitted maximal effect; % of control where 0% means no effect; nearly all actives have a fitted effect of over 60% in size
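Genotoxicity was scored as increased ELG1-luciferase reporter signal, measured by ONE-Glo luminescence (30 min, room temperature). Compound or vehicle exposure of the HEK293T reporter cells lasted 16 hr at 37°C.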
RORg inh: ROR gamma (mouse) transcription inhibition; Drosophila S2 Gal4-RORgamma UAS-luciferase reporter, 20 h; Potency, µM (series often up to 53.6 µM), for inactives: at the highest dose activity change, negative = inhibition, hits mostly inhibitors; 5.4% of 310,000 active; AID 2551; further: potency means the concentration at half of the fitted maximal effect; on the % scale 0 is the no-effect control and ±100 the full control effect; nearly all actives have a fitted effect of over 60% in size
Target sequence (P51450 whole entry, looked up, the tested form may be a part): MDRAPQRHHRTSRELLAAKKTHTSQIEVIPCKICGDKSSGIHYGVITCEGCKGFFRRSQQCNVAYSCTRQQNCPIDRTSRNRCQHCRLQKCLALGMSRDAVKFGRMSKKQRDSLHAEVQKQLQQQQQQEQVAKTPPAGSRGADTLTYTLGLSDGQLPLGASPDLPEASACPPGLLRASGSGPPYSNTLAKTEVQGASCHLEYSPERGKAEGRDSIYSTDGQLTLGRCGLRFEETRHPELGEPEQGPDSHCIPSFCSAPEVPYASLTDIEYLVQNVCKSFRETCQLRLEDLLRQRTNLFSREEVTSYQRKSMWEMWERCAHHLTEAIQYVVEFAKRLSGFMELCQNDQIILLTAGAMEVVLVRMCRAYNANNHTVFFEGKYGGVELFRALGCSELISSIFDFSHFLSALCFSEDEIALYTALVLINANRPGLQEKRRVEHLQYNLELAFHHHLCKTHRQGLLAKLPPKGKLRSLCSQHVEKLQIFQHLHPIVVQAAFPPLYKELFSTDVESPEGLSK
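Read-out: Photinus luciferase luminescence; inhibitors lower reporter signal. Insect Schneider cells with Gal4-ROR gamma fusion under metallothionein promoter, UAS reporter; 700 uM final copper sulfate induction, 20 hr, ambient temperature.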
FLuc counter: firefly luciferase modulation, counter-screen for miR-21 project | purified FLuc, Km substrates, luminescence inhibition | 6.9% of 360,000 active | Potency, µM (series often up to 57.5 µM), for inactives: at the top dose activity change, negative = inhibition, hits mostly inhibitors | P08659;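 further: potency means the concentration at half of the fitted maximal effect; plate controls were vehicle for no effect and reference inhibitor for full effect; nearly all actives have a fitted effect of over 55% in size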
Target sequence (P08659 whole entry, looked up): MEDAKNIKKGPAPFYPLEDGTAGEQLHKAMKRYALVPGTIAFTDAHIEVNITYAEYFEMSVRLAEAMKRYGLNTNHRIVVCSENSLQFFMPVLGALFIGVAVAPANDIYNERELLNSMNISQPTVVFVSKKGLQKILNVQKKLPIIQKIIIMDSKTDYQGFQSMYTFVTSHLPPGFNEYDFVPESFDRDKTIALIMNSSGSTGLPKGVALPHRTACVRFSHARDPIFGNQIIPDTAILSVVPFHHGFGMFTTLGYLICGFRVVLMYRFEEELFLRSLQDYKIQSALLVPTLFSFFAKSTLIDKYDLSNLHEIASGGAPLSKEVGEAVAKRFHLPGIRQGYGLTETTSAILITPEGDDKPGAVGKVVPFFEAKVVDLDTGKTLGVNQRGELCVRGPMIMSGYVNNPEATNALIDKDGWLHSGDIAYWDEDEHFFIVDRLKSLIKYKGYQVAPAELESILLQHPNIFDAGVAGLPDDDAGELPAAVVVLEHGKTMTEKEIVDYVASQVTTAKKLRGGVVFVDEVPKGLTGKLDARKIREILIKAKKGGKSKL
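Biochemical qHTS of compounds, final roughly 60 µM downward over six points, against 10 nM purified firefly luciferase using Km concentrations of substrates (10 uM D-luciferin, 10 uM ATP) in Tris acetate pH 7.5 buffer; luminescence output.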
FBPA coupling cs: coupling enzyme interference in Giardia aldolase counter-screen. coupling enzyme system counterscreen, AmpLite Red fluorescence. activity change, negative = inhibition, % at 58.2 µM, hits read low. 0.67% of 290,000 active. AID 2472; in the data active means activity change below about -30%; further: on the % scale 0 is the no-effect control and ±100 the full control effect
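First, compound is pin-transferred into glyceraldehyde-3-phosphate coupling-enzyme reagent at 57.5 uM final and held 10 min at RT. Next, substrate, coupling system and AmpLite Red are added. After 20 min RT, fluorescence (525/598 nm) is read.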
NPC1 promoter act: NPC1 promoter activation; Potency, µM (top dose mostly 9.22 µM), inactives show at the top dose activation, usual class: activators; Huh7 NPC1 promoter luciferase reporter, 24 h; AID 485313; 2.4% of 320,000 active;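 further: potency means the concentration at half of the fitted maximal effect; % of control where 0% means no effect; nearly all actives have a fitted effect of over 60% in size; reporter is driven by a mutant NPC1 promoter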
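Quantitative HTS used a cell-based reporter: Huh7 cells stably bearing the NPC1 promoter upstream of luciferase were treated with compounds for 24 h, and promoter activation was read as luminescence.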
* hit, by the source's call; ? = inconclusive; / = not tested or not shown; [ ] = dose if it differs, or a comment. Unless noted, the call rests on the fitted dose curve; in most records, active means well fitted curve in the direction sought with a large enough effect; inconclusive means small, poorly fitted or top-dose-only effect, or another doubt; inactive means no such curve, though single readings can be large; an effect the other way counts as inactive or inconclusive.

SMILES	Tb PFK block	Gal4-VP16 FLuc	uPA generation	Giardia killer	KCNH2 3.1 block	Rab9 promoter act	ELG1 genotox	RORg inh	FLuc counter	FBPA coupling cs	NPC1 promoter act
Cc1cccc(NC(=S)NC(=O)c2ccco2)n1	-3%	?	7%	-27	-3	21%	2%	?	?	3	2%
CCOC(=O)c1cc2c(=O)n3ccccc3nc2n(CCCOC)c1=NC(=O)C(C)(C)C	2%	-6%	6%	-3	4	-4%	-5%	-5%	2%	-2	1%
Cc1cccc(-c2nc(NCCCN3CCOCC3)c3ccccc3n2)c1	5%	7%	-5%	9	-14	-1%	-6%	34%	-14%	4	1%
Nn1cnnc1N/N=C/c1cccc(Cl)c1Cl	0%	-13%	-14%	11	7	5%	0%	-38%	?	-1	1%
Cc1ccc(-c2nnc(SCC(=O)N/N=C/c3c(C)nn(-c4ccccc4)c3C)n2-c2ccc(C)cc2)cc1	-2%	-13%	2%	10	-4	-9%	-8%	34%	4%	2	-4%
N#Cc1ccc(OCC(=O)NC2=NCCS2)cc1	-4%	-9%	0%	-14	8	23%	2%	35%	-17%	5	18%
CCCCNC(=O)COC(=O)CCC(=O)c1ccc(Cl)cc1	-1%	-19%	2%	4	27	2%	0%	12%	2%	5	-9%
CSc1cccc(NC(=O)CCCOc2ccc(Cl)cc2C)c1	-6%	-3%	1%	2	6	-3%	-4%	?	0%	0	-3%
Cc1onc(-c2c(Cl)cccc2Cl)c1C(=O)Nc1ccc2c(c1)OCCO2	-4%	15%	7%	19	-3	1%	0%	1%	4%	-2	-3%
Cc1cccc(C(=O)OCC(=O)Nc2nnc(-c3ccccc3)o2)c1O	0%	/	17%	-13	4	-7%	1%	/	-8%	/	1%
CCOC(=O)CC1(NC(=O)c2cc(COc3cncc(Cl)c3)on2)CCCCC1	-6%	?	-9%	-23	-18	-9%	-13%	?	8%	/	-1%
CCOP(=O)(c1ccccc1)c1nc(-c2ccc(F)cc2)oc1N1CCCCC1 (stereo unspecified)	-2%	7%	3%	9	1	8%	-5%	-18%	0%	-1	-1%
Cc1ccc(C)n1-c1ccc(N2CCOCC2)c(Br)c1	-2%	-8%	-7%	-3	9	-4%	?	-2%	2%	-1	1%
N#Cc1cn(CC(=O)N2CCCc3ccccc32)c2ccccc12	-8%	-6%	-11%	-2	18	-2%	-6%	12%	-1%	0	-3%
COc1ccc(OCC(O)CN2CCc3ccccc3C2)cc1 (stereo unspecified)	2%	5%	0%	-15	-22	4%	0%	1%	6%	-6	1%
CC1(C)CC(=O)C2=C(C1)N(CC1CCCO1)C(=O)NC2(C(F)(F)F)C(F)(F)F (stereo unspecified)	0%	-1%	-8%	9	-8	4%	3%	3%	1%	-1	-1%
CCN(CC)CCNC(=S)Nc1ccc(F)cc1	-2%	-18%	7%	17	2	0%	-1%	28%	-1%	3	0%
Cc1c(Cl)c([N+](=O)[O-])nn1CCCC(=O)Nc1c(C)n(C)n(-c2ccccc2)c1=O	-6%	-5%	8%	-22	-1	-1%	-5%	16%	-2%	0	-6%
CCN(CC)C(=O)CSc1nnc(-c2ccccn2)n1-c1ccc(C)c(C)c1	2%	-6%	1%	4	-8	7%	0%	-1%	12%	-4	4%
CCN(CC(=O)NCc1cccs1)C(=O)/C=C/c1ccc(Cl)c(Cl)c1	-1%	/	3%	-15	-20	-1%	-3%	/	-18%	/	11%
Cc1cc(Oc2ccccc2)nc(-c2ccccc2O)n1	3%	?	-9%	0	10	-1%	8%	?	-16%	3	-1%
CC(=O)NC(Cc1ccccc1)C(=O)NC1CCN(C(=O)NC2CCCCC2)CC1 (stereo unspecified)	2%	-1%	/	0	13	12%	-5%	0%	1%	2	11%
CN1C(=O)NC(c2ccc([N+](=O)[O-])cc2)C2=C1CC(C)(C)CC2=O (stereo unspecified)	1%	2%	8%	6	7	1%	-2%	-5%	1%	1	2%
CCN(CC)C(=O)CSc1nnc(-c2cccnc2)n1Cc1ccccc1	6%	1%	6%	3	-3	10%	1%	1%	4%	2	-1%
O=S1(=O)CCOC[C@H](CC2CCCCC2)N1Cc1ccccc1Br	4%	0%	7%	-2	1	0%	1%	1%	6%	3	-5%
CC(Oc1cccc(Cl)c1)C(=O)Nc1ccccc1C(=O)N1CCCCC1 (stereo unspecified)	-7%	/	2%	-19	7	1%	-2%	/	3%	/	-2%
COC(=O)/C(C#N)=C/c1c(N2CCCCCC2)nc2c(C)cccn2c1=O	0%	5%	6%	14	4	0%	-1%	-27%	-4%	10	-5%
CC(OC(=O)CNC(=O)c1ccco1)C(=O)Nc1ccc(Cl)cn1 (stereo unspecified)	-1%	/	4%	-10	5	-7%	1%	/	3%	/	-1%
c1ccc2nc3c(nc2c1)CCCC3	-1%	1%	12%	0	23	-2%	-2%	-1%	-3%	0	0%
O=C(C1CCN(S(=O)(=O)c2ccc(Br)s2)CC1)N1CCCCC1	1%	-1%	-4%	-7	2	5%	-7%	28%	1%	0	4%
CCOC(=O)NS(=O)(=O)c1ccc(CCNC(=O)c2cc(C)on2)cc1	-2%	4%	18%	-11	-2	-6%	-5%	-4%	0%	1	0%
Cc1cc(Cl)n2c(nc3cc(F)c(F)cc32)c1C#N	-4%	7.1µM*	-8%	3	2	-38%[inhibitor]	?	4.5µM*	-3%	0	-27%
NS(=O)(=O)c1ccc(NC(=S)NNC(=O)CCC(=O)Nc2ccccc2Cl)cc1	20%	5%	5%	6	4	-6%	0%	-24%	-7%	1	0%
Cc1c(C(=O)Nc2ccccc2N2CCN(C)CC2)oc2ccc(F)cc12	0%	/	-3%	-13	-1	13%	-2%	/	?	/	13%
CN(c1ccc(OCC(=O)OCC(=O)Nc2cccc([N+](=O)[O-])c2)cc1)S(=O)(=O)c1ccc(F)cc1	-5%	4%[10 µM]	0%	1	-36	-9%	6%	-23%	-11%	3	-1%
COc1ccccc1/C=C/C(C)=O	1%	-16%	-8%	13	5	-2%	-3%	-3%	1%	5	-2%
Cc1cc(C(=O)C(=O)N(C)C)c(C)n1-c1ccc([N+](=O)[O-])cc1	0%	3%	/	7	-5	0%	-2%	20%	-1%	4	-1%
Nc1nc2ccccc2n1C(=O)CCc1ccccc1	-6%	19%	-10%	-17	-2	?	2.3µM*	16%	?	3	?
COC(=O)c1cc(=O)nc2sc3ccccc3n12	1%	-1%	-4%	?	0	5%	1%	-4%[10 µM]	-3%	-1	1%
Cc1ccccc1NC(=O)Cc1nnc(SCC(=O)N2CCN(c3ccccc3)CC2)n1C	-8%	-7%	0%	4	-6	0%	-2%	3%	4%	1	-1%
CC(C)(C)c1ccc(CCC2OCC(C[N+]3(C)CCOCC3)O2)cc1 (stereo unspecified)	0%	4%	-1%	2	21	-7%	-3%	3%	0%	0	-1%
Cc1ccccc1N=C(NOCc1ccccc1)c1nonc1N	1%	10%	1%	4	-2	-7%	-5%	?	-3%	-1	-4%
CC1(C)CC(NCCN2CCN(C3=CC(=C(C#N)C#N)CC(C)(C)C3)CC2)=CC(=C(C#N)C#N)C1	0%	-16%	-14%	9	-18	-1%	-16%	28%	-11%	1	-5%
O=C1C2C(c3ccccc3)C=CC(c3ccccc3)C2C(=O)N1c1ccncc1 (stereo unspecified)	1%	0%	1%	-1	-23	1%	-3%	9%	0%	7	-1%
O=C(Nc1nc(-c2ccc(Cl)s2)cs1)c1cccs1	2%	-3%	-2%	-4	-5	27%	7%	?	11µM*	-1	?
CCc1ccccc1NC(=O)N1CCc2ccccc2C1	0%	29%	-7%	-5	1	20%	15%	8%	-16%	2	-1%
O=C(Nc1cccc(Cl)c1)Nc1cc(S(=O)(=O)N2CCCCC2)ccc1Cl	-5%	?	-16%	-15	-13	-8%	-12%	?	0%	1	-5%
CCOC(=O)C(=O)NC(C)CCc1ccccc1 (stereo unspecified)	-1%	3%	-1%	-2	3	-3%	1%	-6%	0%	1	-3%
Cc1cccc(NC(=O)CNC(=O)COC(=O)c2ccc(C(C)(C)C)cc2)c1C	2%	/	3%	7	-14	6%	-1%	/	?	/	-4%
COC(=O)c1ccc(CSc2nc3c(cnn3-c3ccc(F)cc3)c(=O)[nH]2)o1	0%	-7%	/	7	-7	0%	5%	-8%	2%	7	0%
CCOc1ccc(CCNC(=O)c2cccc(S(=O)(=O)N3CCOCC3)c2)cc1OCC	-8%	/	1%	-23	3	1%	-10%	/	5%	/	-2%
CCOC(=O)C1=C(COc2ccc(C)cc2)NC(=O)NC1c1cc(C)ccc1C (stereo unspecified)	-17%	-27%	6%	7	-6	0%	7%	-23%	1%	1	0%
CN(CC(=O)Nc1ccc(F)cc1)C(=O)c1ccccc1OCc1ccc(F)cc1	0%	0%	12%	1	4	-1%	-13%	12%	0%	/	-6%
